# Source: PubChem BioAssay
# CAL-PDZ inh HTS – untagged CAL PDZ binding inhibitors, primary screen, biochemical, fluorescence polarization, HTS; Golgi-associated PDZ and coiled-coil motif-containing protein (Homo sapiens), Q9HD26; purified CAL PDZ, TMR-peptide fluorescence polarization, 1 h; inhibition, % at 24.9 µM; 0.92% of 300,000 active;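 active = mean inhibition of at least 30% with at least half of replicates also reaching 30%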;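 also: 0% = DMSO neutral control and 100% = excess unlabeled competitor peptide PRC23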
# V-ATPase pH – regulators of yeast V-ATPase proton pumping, primary screen, pHLuorin cytosolic pH fluorescence; S. cerevisiae; response, % at 10 µM; 0.37% of 350,000 active; in the data active = response mostly above about 7.3%, no sharp cut-off; inactive = mostly below about 5.4%; also: actives read high; inactives centre near 0; some compounds called inactive have numbers as strong as hits; reference of the scale not given here
# HTR5A ag ctr – HTR5A agonists in luminescence cell assay, primary screen, counter-screen for OPRM1-OPRD1 heterodimer agonist project, full-deck HTS; 5-hydroxytryptamine receptor 5A (Homo sapiens), P47898; 0.61% of 340,000 active; AID 504692, 2011; cell-based; activation, % at 9.3 µM; in the data active = activation mostly above about 9.5%, no sharp cut-off; inactive = mostly below about 7.6%;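 also: 0% = cells with vehicle only and 100% = reference agonist; strong numbers were not always called active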
# Target sequence (P47898 whole entry, looked up): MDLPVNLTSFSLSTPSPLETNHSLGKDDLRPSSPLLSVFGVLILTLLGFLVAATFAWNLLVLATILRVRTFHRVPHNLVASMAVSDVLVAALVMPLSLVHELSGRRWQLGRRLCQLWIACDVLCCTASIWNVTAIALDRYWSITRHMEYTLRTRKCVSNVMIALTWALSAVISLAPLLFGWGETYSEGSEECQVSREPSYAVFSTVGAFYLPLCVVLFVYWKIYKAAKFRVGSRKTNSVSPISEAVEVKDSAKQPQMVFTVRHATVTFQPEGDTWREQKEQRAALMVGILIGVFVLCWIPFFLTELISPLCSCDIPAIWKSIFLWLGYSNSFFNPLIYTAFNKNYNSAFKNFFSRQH
# HTR5A inv ctr – HTR5A inverse agonists in luminescence cell assay, primary screen, counter-screen for OPRM1-OPRD1 heterodimer inverse agonist project, full-deck HTS; HTR5A cell line, inverse agonism; 0.083% of 340,000 active; 5-hydroxytryptamine receptor 5A (Homo sapiens), P47898; inhibition, % at 9.3 µM; AID 504634, 2011; in the data active = inhibition mostly above about 23%, no sharp cut-off; inactive = mostly below about 18%;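 also: 0% = cells with DMSO and 100% = no-cell wells with DMSO; some compounds called inactive have numbers as strong as hits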
# RTF Ca sens inh – cardiac RTF calcium sensitivity inhibitors, primary screen, biochemical, IANBD-TnC fluorescence, EC70 calcium; Troponin I, cardiac muscle (Homo sapiens) + Troponin T, cardiac muscle (Homo sapiens) + …; IANBD-labeled cardiac RTF, Ca2+ fluorescence; inhibition, % at 7.15 µM; 0.12% of 340,000 active; AID 493244, 2011;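 active = inhibition above the mean inhibition of all tested compounds plus 3 SD, cut at about 17% in these data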;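 also: assay run at fixed EC70 calcium of 1.6 mM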
# OPRM1-OPRD1 ag – agonists of OPRM1-OPRD1 heterodimerization, primary screen, cell-based, luminescence. 0.3% of 340,000 active. cells. AID 504326, 2011. Mu-type opioid receptor (Homo sapiens) + Delta-type opioid receptor (Homo sapiens), …. activation, % at 9.3 µM; in the data active = activation above about 18%;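 also: 0% = vehicle-treated cells and 100% = reference agonist; values of inactives mirror those of a sister screen read the other way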
# RTF Ca sens act – cardiac RTF calcium sensitivity activators, primary screen, biochemical, IANBD-TnC fluorescence, EC20 calcium; IANBD-labeled TnC RTF fluorescence at EC20 calcium; 0% EC20 calcium, 100% full calcium; activation, % at 7.2 µM; 0.24% of 340,000 active; AID 493008, 2010;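 active = activation above the mean over all tested compounds plus 3 SD, cut at about 30% in these data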;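 also: rise in fluorescence read as greater calcium sensitivity of cardiac thin filaments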
# Keap1 Nrf2 FP – Keap1-Nrf2 protein-protein interaction inhibitors, primary screen, biochemical, fluorescence polarization, single point; Keap1 Kelch-Nrf2 peptide fluorescence polarization, 1536-well; inhibition, % at 9.4 µM; Kelch-like ECH-associated protein 1 (Homo sapiens), Q14145; 0.15% of 340,000 active; in the data active = inhibition above about 12%;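 also: human Keap1 Kelch domain with fluorescein labeled Nrf2 9mer peptide probe; 0% = neutral control wells and 100% = peptide positive control; higher means more block of Keap1 binding to Nrf2 peptide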
# Target sequence (Q14145 whole entry, looked up, the tested form may be a part): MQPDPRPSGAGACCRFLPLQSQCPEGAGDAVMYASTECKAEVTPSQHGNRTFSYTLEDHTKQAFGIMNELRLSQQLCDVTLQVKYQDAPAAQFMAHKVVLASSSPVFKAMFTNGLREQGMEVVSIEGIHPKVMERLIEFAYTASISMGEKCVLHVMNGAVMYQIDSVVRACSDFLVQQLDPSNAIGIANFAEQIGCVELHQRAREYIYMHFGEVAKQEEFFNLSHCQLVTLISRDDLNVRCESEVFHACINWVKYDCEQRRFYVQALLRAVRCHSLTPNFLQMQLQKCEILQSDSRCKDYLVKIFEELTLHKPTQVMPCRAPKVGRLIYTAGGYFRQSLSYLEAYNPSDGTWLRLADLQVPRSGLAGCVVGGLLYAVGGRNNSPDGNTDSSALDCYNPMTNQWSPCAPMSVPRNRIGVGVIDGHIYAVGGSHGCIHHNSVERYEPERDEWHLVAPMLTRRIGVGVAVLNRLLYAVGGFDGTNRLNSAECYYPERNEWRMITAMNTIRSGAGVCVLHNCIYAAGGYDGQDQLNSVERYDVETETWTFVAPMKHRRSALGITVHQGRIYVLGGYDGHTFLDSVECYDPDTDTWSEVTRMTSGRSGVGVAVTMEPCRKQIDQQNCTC
# C-LANA FP – inhibitors of KSHV C-LANA binding to DNA, primary screen, biochemical, fluorescence polarization, FAM-LBS DNA, MBP-C-LANA, single point; 0.078% of 340,000 active; inhibition, % at 9 µM; AID 504423, 2011; Kaposi's sarcoma herpesvirus LANA C-terminal domain (residues 932-1162) DNA binding;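 active = highest replicate inhibition at or above 60% at 9 µM, even if other replicates fall short; inactive = all replicates below 60% inhibition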;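 also: 0% = neutral control wells and 100% = 4 µM acridine orange control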
# OPRM1-OPRD1 inv – inverse agonists of MOR-DOR heterodimerization, primary screen, cell-based, luminescence. Mu-type opioid receptor (Homo sapiens) + Delta-type opioid receptor (Homo sapiens), …. inhibition, % at 9.3 µM. AID 504357, 2011. 0.21% of 340,000 active. cell-based MOR-DOR heterodimer luminescence, inverse agonism; in the data active = inhibition above about 22%, passing the limit was not always enough;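 also: 0% = cells with DMSO and 100% = wells without cells with DMSO; values of inactives mirror those of a sister screen read the other way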
# An asterisk follows results filed as active; . = no result given.
# Second line of a record: OPRM1-OPRD1 inv, Keap1 Nrf2 FP, RTF Ca sens act, HTR5A inv ctr, V-ATPase pH, CAL-PDZ inh HTS, OPRM1-OPRD1 ag, HTR5A ag ctr, C-LANA FP, RTF Ca sens inh
- c1ccc(Cc2noc(CN3CCCC(CN4CCOCC4)C3)n2)cc1 (stereo unspecified)
 : -1.5, -1.1, 2.2, -13.9, 1.7, 4.0, 0.3, 3.0, -0.6, -0.4
- COc1cc(C(=O)N/C(=C\c2cn(C)c3ccccc23)C(=O)N2CCN(C)CC2)cc(OC)c1OC
 : 6.7, 3.3, -2.8, -6.3, 0.1, -3.7, -1.2, 2.2, -1.4, 2.3
- O=S(=O)(NC1c2cccc3cccc(c23)C1N1CCN(CCO)CC1)c1ccccc1 (stereo unspecified)
 : 21.3, 0.7, -0.6, -4.5, -3.0, -26.9, -3.8, 1.6, 0.4, -7.5
- O=C(COc1ccc(S(=O)(=O)N2CCCC2)cc1Cl)NCc1ccccn1
 : -3.2, 0.7, -5.0, -9.5, -2.4, 3.5, 0.5, -1.0, -0.5, -4.1
- O=C(CC(=O)c1cccs1)c1ccncc1
 : 16.8, 1.7, 3.0, 4.0, -2.3, -3.8, -3.2, -1.0, -0.3, -2.7
- N/C(CCS(=O)(=O)c1ccc(Cl)cc1)=N\OC(=O)c1ccccc1C(F)(F)F
 : -16.1, -1.7, -3.6, 10.1, 3.3, -4.7, 3.2, 12.1, 1.7, -6.0
- CC(C)(C)N(Cc1ccccc1)C(=O)COC(=O)C1CCCCC1
 : -43.0, 0.5, 1.3, -16.4, -0.1, -4.3, 8.3, 4.0, 5.6, -2.1
- CCNC(=O)CCSc1nc(C)cc(C)n1
 : 14.2, -0.3, -3.7, -54.7, -2.5, -5.7, -2.7, -4.6, 0.4, -5.1
- CCOC(=O)c1c(NC(=O)C(C)Sc2nnc(C)c(=O)[nH]2)sc2c1CCCC2 (stereo unspecified)
 : -11.5, 0.8, -5.9, -25.2, -5.2, -9.9, 1.4, 8.5, 0.0, 6.6
- COc1cccc(NC(=O)CCc2nc(-c3ccccc3F)no2)c1
 : 2.3, -4.9, -4.7, -0.5, 1.2, 0.1, -0.5, 4.6, -0.2, 0.4
- COc1ccc(N2CCN(c3ccc(Cl)nn3)CC2)cc1
 : 3.7, -0.8, -1.8, -19.5, -3.9, 0.5, -0.7, -0.5, 0.5, -9.2
- COc1ccc(NC(=O)CN(CC(=O)Nc2ccc(OC)cc2)C(C)(C)CO)cc1
 : 9.1, -4.9, -0.4, -14.3, -0.3, 1.4, -1.9, 3.7, -0.6, -2.9
- C#CCOCCOCCOCCNc1nc(N2CCN(C(=O)Cn3cc(CCO)nn3)CC2)nc(N2CCN(C(=O)[C@H](CCCCN)n3cc(CCCC)nn3)CC2)n1
 : -3.6, -1.1, 10.3, -5.2, 1.7, -5.0, 0.7, 0.6, -0.7, -3.3
- O=C(NCc1ccccc1)c1ccc(CN2CCC(Cc3ccccc3)CC2)cc1
 : -3.2, 0.1, -0.8, -5.0, 1.0, -2.2, 0.7, 1.3, -1.0, 0.1
- CC(C)OC(=O)c1cccc(C(=O)Nc2cccc(NC(=O)c3cccc(C(=O)OC(C)C)n3)n2)n1
 : 3.2, -7.1, -4.1, -8.9, 1.9, -2.9, -0.5, 3.2, -1.8, -5.6
- N#Cc1ccc(C(=O)OCC(=O)N2CCOCC2)cc1
 : -8.6, 5.0, -7.5, 13.4, -1.4, ., 1.1, -5.0, -1.1, 6.2
- Cn1c(N)cc(=O)n(C)c1=S
 : 13.5, 2.4, -3.8, -5.5, -0.1, -4.4, -2.6, 1.5, 1.5, 1.4
- COc1ccccc1C(=O)NCCC(=O)N1CCCCCCC1
 : 7.6, -1.5, 2.8, 2.6, 3.0, -2.8, -1.4, -1.0, -0.2, -2.0
- Cc1ccc(OCC(=O)Nc2ccc3c(c2)OCO3)c(C)c1
 : -11.7, -2.4, 0.1, 7.4, -1.4, -2.8, 2.5, -2.9, -0.5, -9.5
- COc1ccccc1CNC(=O)c1ccc(NS(C)(=O)=O)cc1
 : 4.2, -2.0, -3.3, 10.7, 3.4, -4.6, -0.9, 3.6, -2.2, -8.6
- O=C(CCc1ccccc1)Nc1ccc(N2CCOCC2)c(Cl)c1
 : -0.4, -3.1, -1.3, 2.7, -4.4, -17.0, 0.1, -0.6, -1.7, 3.1
- O=[N+]([O-])c1cccc(COc2ccc(CN3CCCC3)cc2)c1
 : 23.5, -3.1, -6.4, -8.0, -2.4, -1.8, -5.1, 2.1, -0.9, -1.6
- CCN(CC)CCOC(=O)c1c(C)oc2ccc(O)cc12
 : -1.4, -2.6, -0.7, 15.9, -2.8, -5.6, 0.2, -5.7, 1.0, -4.4
- COc1ccccc1C(=O)C1CCCN(C(=O)c2ccco2)C1 (stereo unspecified)
 : 19.4, 1.2, -1.9, 25.6, 3.1, -7.5, -3.8, -2.0, 1.0, 5.8
- COc1cccc(CC(NC(C)=O)C(=O)NC2CCN(C(=O)Nc3ccc(C)cc3)CC2)c1 (stereo unspecified)
 : -6.3, -4.2, -5.7, 0.7, -1.9, -3.2, 0.8, -0.2, 1.0, -6.5
- Cn1c(C(=O)c2ccccc2[N+](=O)[O-])nc2ccccc21
 : 2.3, -4.0, 0.2, -15.9, 3.0, 9.7, -0.4, 6.4, -0.4, 1.3
- CCOc1cc(CNc2ccc(S(N)(=O)=O)cc2)ccc1OCC(=O)NC(C)(C)C
 : -19.3, -2.9, 2.1, -4.4, 0.6, 4.6, 3.3, 1.7, -1.4, -6.2
- Cc1ccc(-n2c(=O)[nH]cc(C(=O)Nc3ccc4c(c3)OCCO4)c2=O)cc1C
 : -1.4, -7.4, -0.9, 16.6, 6.2, 1.4, 0.2, -2.2, 0.8, -7.8
- O=[N+]([O-])c1ccccc1NC1CCN(Cc2ccccc2)CC1
 : ., -1.4, 4.3, ., -5.4, 5.2, ., ., 1.5, 0.8
- Nc1c(-c2ccc(Cl)cc2)cnn1C1CCS(=O)(=O)C1 (stereo unspecified)
 : 8.8, 1.1, -1.6, -12.2, 0.6, -3.8, -1.6, 3.4, 0.9, 2.7
- COC(=O)c1ccc(C)c(NC(=O)CSc2nnc3ccccn23)c1
 : 19.9, -1.5, -1.1, -15.8, 0.1, -2.2, -5.3, -10.6, 0.1, -10.0
- COC(=O)CC1C(=O)NCCN1C(=O)CSc1nc2cc(Cl)ccc2o1 (stereo unspecified)
 : 7.2, 2.6, 6.4, -7.9, -2.4, 1.6, -1.4, 2.8, -1.1, -3.2
- C/C(CC(=O)Nc1ccc2c(c1)OCCO2)=N\NC(=O)COc1ccccc1
 : -1.5, -0.8, -5.9, -17.1, 3.9, -3.4, 0.2, 3.3, 0.4, -0.2
- O=C1CC(N2CCN(c3ccc(F)cc3)CC2)C(=O)N1c1ccccc1 (stereo unspecified)
 : 7.6, -6.4, 4.0, -26.0, -1.4, ., -1.4, -4.2, -0.5, -0.4
- Nc1ncc(CCN2CCOCC2)c(-c2ccc(F)cc2)n1
 : 12.8, -4.2, 1.9, -14.8, 1.6, -6.1, -2.5, -2.8, 0.4, -3.1
- COc1ccc([C@@H]2OC2(C(N)=O)C(N)=O)cc1
 : 10.6, -3.2, -2.3, 20.9, 2.4, ., -2.1, -4.6, 1.0, -2.6
- O=C1c2cccnc2C(Nc2ccc(S(=O)(=O)N3CCCCC3)cc2)N1Cc1ccccc1 (stereo unspecified)
 : 3.8, -5.4, -0.1, 8.1, -3.4, ., -0.7, 2.4, -0.8, -0.8
- COCCN(C(=O)CSc1nnc(C)n1Cc1ccccc1)c1c(N)n(Cc2ccccc2)c(=O)[nH]c1=O
 : 8.2, -7.0, 5.3, -9.9, -3.9, -0.9, -1.6, 3.7, -0.5, -3.8
- CCC/C(=N\NC(=O)c1ccc(CSc2nncn2C)cc1)c1ccccc1
 : 7.7, -3.2, 5.1, -7.7, 0.6, 1.1, -1.5, 9.0, -0.7, -1.9
- CC(C)(C)OC(=O)N1CCCC(C(=O)Nc2ccc(C(=O)NCc3ccccc3)cc2)C1 (stereo unspecified)
 : 0.6, 1.0, -2.4, 14.5, 3.1, -1.1, -0.1, -4.2, -3.8, -19.2
- CCC(c1nnnn1Cc1ccc(F)cc1)N1CCN(C)CC1 (stereo unspecified)
 : -4.0, -2.0, 10.7, 6.0, 4.1, 5.4, 0.8, -2.1, -2.6, -4.5
- CCOc1ccc(N(CC)C(=O)Cc2c(C(=O)O)n(C)c3ccccc23)cc1
 : -1.8, 8.0, -0.5, 10.4, -0.1, 0.7, 0.4, -2.9, 0.6, -3.6
- CCn1c(C)c(Br)c(=O)c(C(=O)OC)c1-c1ccc(Cl)cc1
 : 5.6, 0.4, -6.5, -2.3, -0.2, -4.4, -1.2, 0.7, -3.2, -3.9
- O=C(COC(=O)CCC1CCCCC1)Nc1ccc(OC(F)F)cc1
 : -23.8, -2.5, 3.3, -12.1, 5.7, -4.1, 4.5, 5.7, -3.0, -3.6
- CCc1cc(C(=O)NCC2CCCO2)sc1C (stereo unspecified)
 : 14.0, 1.4, 2.7, 9.1, 0.8, 19.8, -2.7, 3.3, -0.3, 3.1
- CN(C)c1ccc(NC(=O)C[n+]2ccccc2)cc1
 : 3.7, -3.5, -5.3, -0.9, -0.8, -1.5, -0.8, 0.2, -3.0, -3.0
- CN(c1ccccc1)S(=O)(=O)c1ccc(C(=O)Nc2nnc(-c3ccco3)o2)cc1
 : -5.2, -1.9, -6.2, 15.2, 0.2, -2.5, 0.7, -5.5, 0.1, 10.3
- COc1ccccc1NS(=O)(=O)c1ccc(C)c(C(=O)NC2=NCCS2)c1
 : 13.4, -5.1, -4.4, -3.4, -0.7, -1.3, -3.4, 1.3, -1.0, -3.6
- Cc1c(CN2CCCCC2C)c(=O)n(-c2ccccc2)n1C (stereo unspecified)
 : 8.1, 1.2, 2.8, 28.8, -2.4, ., -1.5, -1.0, -1.4, -6.5
- COc1ccc(/C=N/NC(=O)c2ccc(CSc3nncn3C)cc2)cc1OC
 : 16.6, -2.2, 4.9, -1.6, -1.9, -1.0, -3.3, 0.6, 2.8, 9.0
- O=C(CNS(=O)(=O)c1ccccc1)NCC(=O)OCc1ccccc1F
 : 10.7, -0.1, 5.7, 0.7, -2.9, -1.6, -2.1, -2.5, 0.4, -5.4
- CC1CC(CCC(=O)NC(=S)Nc2ccc(Cl)cn2)C(=O)O1 (stereo unspecified)
 : -4.0, 1.3, -4.2, 19.4, -6.1, 5.4, 0.6, -6.8, -1.7, -8.0
- COCc1nn2c(N)c(C#N)cnc2c1-c1ccccc1
 : -2.2, -5.4, -4.3, -16.8, 1.4, -3.6, 0.5, 8.4, -2.9, -9.6

# The order is random; any-hit rate near 2.8%.
